# High-throughput results: PubChem, Johns Hopkins Ion Channel Center
# CHT PAM: human CHT allosteric activation. 310,000 tested, 0.49% active. B-score at 10 µM. CHT-expressing cells, membrane potential dye, choline EC20; stronger effect = higher value; LV-AA mutant CHT in HEK293 cells. AID 488977;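 active = initial fluorescence not abnormally high and integrated response B-score, plate-corrected, over 3 SD above library mean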
# Target sequence (Q9GZV3 whole entry, looked up): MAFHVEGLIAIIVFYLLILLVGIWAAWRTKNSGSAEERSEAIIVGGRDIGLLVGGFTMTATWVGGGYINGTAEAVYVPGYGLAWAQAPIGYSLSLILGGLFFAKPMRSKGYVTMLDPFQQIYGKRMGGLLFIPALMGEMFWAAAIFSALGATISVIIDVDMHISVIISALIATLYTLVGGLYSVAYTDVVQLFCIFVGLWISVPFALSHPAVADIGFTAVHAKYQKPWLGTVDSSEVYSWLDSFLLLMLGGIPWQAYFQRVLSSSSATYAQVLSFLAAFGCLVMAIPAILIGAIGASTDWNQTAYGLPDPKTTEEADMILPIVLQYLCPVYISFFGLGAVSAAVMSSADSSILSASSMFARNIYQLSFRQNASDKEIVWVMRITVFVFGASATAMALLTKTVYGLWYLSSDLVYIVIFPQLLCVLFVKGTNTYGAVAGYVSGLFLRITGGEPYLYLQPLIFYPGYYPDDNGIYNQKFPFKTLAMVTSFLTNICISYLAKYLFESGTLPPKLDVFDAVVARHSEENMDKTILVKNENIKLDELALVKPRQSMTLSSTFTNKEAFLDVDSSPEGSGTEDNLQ
# CHT block: inhibits the human high affinity choline transporter. CHT-expressing cells, membrane potential dye, choline response; stronger effect = lower value. B-score at 10 µM. 310,000 tested, 0.86% active. AID 488975;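 active = B-score over 3 SD under the library average, and starting fluorescence ratio not unusually high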;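 note: choline stimulus applied at its EC90 after an EC20 pre-addition; B-score computed on integrated fluorescence ratio after choline addition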
# Active calls of the source: *; i = inactive.
SMILES,CHT PAM,CHT block
O=C(Nc1ccccc1N1CCOCC1)c1cccnc1Cl,i,i
CN(C(=O)CSc1ncccc1C(=O)O)c1ccccc1,i,i
O=C(c1ccc(Cl)cc1)c1c[nH]c(C(=O)C(Cl)(Cl)Cl)c1,i,i
C/C(CC(=O)Nc1ccc(N(C)C)cc1)=N\NC(=O)c1ccc(Cl)cc1,i,i
Cc1ccc(F)cc1NC(=O)CSc1nc(Nc2ccccc2)nc(N2CCOCC2)n1,i,i
COc1ccc(C(=O)N2CCCC(Nc3ccc(C(C)C)cc3)C2)c(OC)n1 (stereo unspecified),i,i
N[C@@H](Cc1ccccc1)c1nnc2sc(SCc3ccccc3)nn12,i,i
CCOCCCNC(C(=O)Nc1ccc(OC)c(Cl)c1)c1ccccc1 (stereo unspecified),i,i
O=C(O)C1CC(=O)N(CCc2c[nH]c3ccccc23)C1 (stereo unspecified),i,i
COc1ccc(CCNC(=O)CCc2ccc(S(=O)(=O)NC(C)C)cc2)cc1,i,i
CCn1ccnc1CNC(=O)c1ccc2oc(C(C)C)nc2c1,i,i
CCOc1ccccc1/C=N/NC(=O)c1cc(C(C)C)[nH]n1,i,i

# Compound profiles, as listed above. Order of values: CHT PAM	CHT block
# Profile of CCOc1ccccc1/C=N/NC(=O)c1cc(C(C)C)[nH]n1 → i	i
# Profile of C/C(CC(=O)Nc1ccc(N(C)C)cc1)=N\NC(=O)c1ccc(Cl)cc1 → i	i
# Profile of O=C(O)C1CC(=O)N(CCc2c[nH]c3ccccc23)C1 (stereo unspecified) → i	i

# Additional structures follow:
SMILES,CHT PAM,CHT block
O=C(OCC(=O)N1CCCC1)c1cncc(Br)c1,i,i
C/C(Cl)=C\Cn1c(NCCc2ccccc2)nc2c1c(=O)n(C)c(=O)n2C,i,i
Cc1ccsc1C(=O)OCC(=O)Nc1nnc(-c2ccccc2)o1,i,i
O=C(C1CC(c2ccccc2O)=NO1)N1CCCC1 (stereo unspecified),i,i
COC(=O)c1sccc1NC(=S)OC,i,i
COc1cc2c(cc1OC)CN(S(C)(=O)=O)CC2,i,i
C#CCNC(=O)/C=C/c1ccc(OC)cc1,i,i
COc1ccccc1N1CCN(C(=O)CN(c2ccccc2OC)S(=O)(=O)c2ccccc2)CC1,i,i
O=C(Nc1cccc(-c2nnc(-c3ccccc3)o2)c1)C1CC1,i,i
CCC(=O)c1ccc(NC(C)=O)cc1O,i,i
COc1cc([N+](=O)[O-])ccc1NC(=O)NCCCN1CCCC1=O,i,i
Cc1nn(C)c(C)c1/C=N/O,i,i
COc1ccc(-c2csc(NC(=O)c3ccccc3F)c2C(=O)O)cc1,i,i
C/C(CC(=O)Nc1ccc(N(C)C)cc1)=N\NC(=O)c1ccccn1,i,i
CN(C)C(=O)CCc1nc(-c2ccc(C(C)(C)C)cc2)no1,i,i
COC(=O)c1sc(OC)cc1OCc1ccc(C)cc1,i,i
N#Cc1cc2c(=O)n3ccccc3nc2n(CCCN2CCOCC2)c1=O,i,i
CN(C)CCCOC(=O)c1ccc(Cl)cc1Cl,i,i
C(=N\Nc1nc2ccccc2s1)/c1ccc2c(c1)OCO2,i,i
CC1Nc2nc(NC(=O)C(C)(C)C)[nH]c(=O)c2N(C)C1C (stereo unspecified),i,i
O=C(NCC(=O)N1CCN(S(=O)(=O)c2cccs2)CC1)c1ccc(Cl)cc1,i,i
Cc1cc(/C=C2/C(=O)NN(c3ccccc3)C2=O)c(C)n1-c1cccc(O)c1,i,i
Cc1cccc(C(=O)N/C(=C\c2ccco2)C(=O)N2CCCCCC2)c1,i,i
CC1CCCCN1CCNC(=O)C1CCCN(c2ncnc3c2nc2n3CCCCC2)C1 (stereo unspecified),i,i
Cc1oc(-c2ccc(Cl)cc2)nc1CS(=O)CC(=O)NCCCN(C)C1CCCCC1 (stereo unspecified),i,i
Fc1ccc(C2=CC(c3cccs3)n3nnnc3N2)cc1 (stereo unspecified),i,i
COc1cc(C(=O)NC(C)c2ccc3ccccc3c2)cc(Cl)c1O (stereo unspecified),i,i
CC(=O)Nc1ccc(-c2nnc(SCC(=O)c3ccc4c(c3)Cc3ccccc3-4)n2C)cc1,i,i
Cc1ccc(C)c(N2CCN(C(=O)CCS(=O)(=O)c3ccc4c(c3)oc(=O)n4C)CC2)c1,i,i
CC(C(=O)N1CCN(c2ccc(Cl)cc2)CC1)c1ncc(C(F)(F)F)cc1Cl (stereo unspecified),i,i
CCOC(=O)c1ccc(NC(=O)C2CC(=O)N=C(N)S2)cc1 (stereo unspecified),i,i
Cc1ccc(N2C(=O)CC(Nc3cccc4ccccc34)C2=O)cc1 (stereo unspecified),i,i
COc1ccc(NC(=O)NCc2ccco2)c(OC)c1,i,i
CN(CCCNC(=O)CCC(=O)N1CCOc2ccccc21)Cc1ccccc1,i,i
Cc1cc(C)c(C#N)c(SCc2ccccc2C)n1,i,i
O=C(CCN1C(=O)/C(=C/c2ccccc2F)SC1=S)NCCc1ccc(O)cc1,i,i
CCCSc1nnc(NC(=O)Nc2ccc(C)cc2)s1,i,i
O=C1CC2(CCN(C(=O)c3c(F)cccc3F)CC2)Oc2ccccc21,i,i
CC(=O)NCc1cccc(CNC(C)=O)n1,i,i
O=C(c1ccc(S(=O)(=O)Nc2ccc(F)cc2)cc1)N1CCN(c2ccccn2)CC1,i,i
COc1ccc(C(=O)C[n+]2cccc(Br)c2)cc1,i,-19*
COc1cccc(-c2nnc(-c3ccc(C)o3)o2)c1,i,i
CCOc1ccc(NC(=S)NN2CCN(C)CC2)cc1,i,i
Cc1cccc2cc(CN(CCc3ccccc3)C(=O)N3CCOCC3)c3nnnn3c12,i,i
CCC1(c2ccccc2)NC(=O)N(CC(=O)Nc2ccccc2C(=O)NC2CCCC2)C1=O (stereo unspecified),i,i
COc1cccc(NC(=O)C2C3C=CC4(O3)C2C(=O)N(C2CC2)C4C(=O)NC2CCCCC2C)c1 (stereo unspecified),i,i
Cc1ccc(NC(=O)COC(=O)C2=COCCO2)c([N+](=O)[O-])c1,i,i
Cc1cccc(NC(=O)c2ccc([N+](=O)[O-])s2)n1,i,i
CC(CN1C(C)CCCC1C)OC(=O)c1ccccc1Cl (stereo unspecified),i,i
COc1ccc(CCN2C(=S)N(c3ccccc3)C(=O)C2CC(=O)O)cc1OC (stereo unspecified),i,i
Cc1ccnc(NS(=O)(=O)c2cccs2)c1,i,i
COc1ccc(C)cc1NC(=O)CNc1ccccc1CN(C)C1CCCCC1,6.4*,i
COc1ccc(Br)cc1CN(C)C(=O)Cc1ccc(S(=O)(=O)N2CCOCC2)s1,i,i
Cc1cc(N2CCCCC2)ccc1[N+](=O)[O-],i,i
COc1ccc2c(C)cc(=O)[nH]c2c1,i,i
O=C(c1ccccc1)n1ccc(-c2cnc(-c3ccccc3)s2)n1,i,i
Cc1c(C(=O)Nc2cccc([N+](=O)[O-])c2)csc1-c1ccccc1,i,i
Cc1ccc(NC(=O)C2CCN(C(=O)c3ccccc3C)CC2)nc1,i,i
OCC1OC(Oc2c[nH]c3ccccc23)C(O)C(O)C1O (stereo unspecified),i,i
Cc1ccc(S(=O)(=O)NC2=NCN(CCN3CCOCC3)CN2)cc1,i,i

# (list continues)
SMILES,CHT PAM,CHT block
Cc1cc(C)nc(-n2ncc3c2CC(c2ccccc2)CC3=O)n1 (stereo unspecified),i,i
O=C(Cc1ccccc1)n1nc(-c2ccccc2)nc1NCc1ccco1,i,i
O=C(c1ccc([N+](=O)[O-])cc1)N1CCc2ccccc2C1,i,i
CCn1cc(CN2CCC(C(=O)Nc3ccc(Oc4cccnc4)cc3)CC2)cn1,i,i
O=C(Nc1ncc(S(=O)(=O)c2ccc([N+](=O)[O-])cc2)s1)c1cccc2ccccc12,i,i
O=C(NCC(F)(F)F)Nc1ccccn1,i,i
Cc1ccc(-c2noc(CCC(=O)Nc3cc(C)ccn3)n2)cc1,i,i
COc1ccc(Cc2nnc(SCC(=O)Nc3ccccc3)[nH]c2=O)cc1,i,i
O=C(CCN1CCN2CCCC2C1)N1c2ccccc2Sc2ccc(Cl)cc21 (stereo unspecified),i,i
Cc1cc(Br)c(NC(=O)CCl)c(Br)c1,i,i
Oc1c(C=Nc2ccccc2Cl)[nH]c2ccccc12,i,i
C(#CC1CCCC1)c1ccc2c(c1)COc1c3ccccc3nn1-2,i,i

# 13 compounds already listed, arranged by SMILES length, rising:
SMILES,CHT PAM,CHT block
O=C(NCC(F)(F)F)Nc1ccccn1,i,i
COc1ccc2c(C)cc(=O)[nH]c2c1,i,i
Cc1cc(Br)c(NC(=O)CCl)c(Br)c1,i,i
Cc1cc(N2CCCCC2)ccc1[N+](=O)[O-],i,i
Oc1c(C=Nc2ccccc2Cl)[nH]c2ccccc12,i,i
OCC1OC(Oc2c[nH]c3ccccc23)C(O)C(O)C1O (stereo unspecified),i,i
Cc1cc(C)nc(-n2ncc3c2CC(c2ccccc2)CC3=O)n1 (stereo unspecified),i,i
O=C(c1ccc([N+](=O)[O-])cc1)N1CCc2ccccc2C1,i,i
Cc1ccc(S(=O)(=O)NC2=NCN(CCN3CCOCC3)CN2)cc1,i,i
COc1ccc(Cc2nnc(SCC(=O)Nc3ccccc3)[nH]c2=O)cc1,i,i
Cc1c(C(=O)Nc2cccc([N+](=O)[O-])c2)csc1-c1ccccc1,i,i
COc1ccc(Br)cc1CN(C)C(=O)Cc1ccc(S(=O)(=O)N2CCOCC2)s1,i,i
O=C(Nc1ncc(S(=O)(=O)c2ccc([N+](=O)[O-])cc2)s1)c1cccc2ccccc12,i,i

# Next section:
SMILES,CHT PAM,CHT block
CCC(/C=C1\Sc2ccc(OC)cc2N1CC)=C\c1sc2ccc(OC)cc2[n+]1CCCS(=O)(=O)[O-],i,i
COc1ccc(N=C2NN=C(c3ccc4c(c3)OCCO4)CS2)cc1,i,i
CCCSc1nc(N)c2c3c(sc2n1)CN(C)CC3,7.2*,i
CCC(C)(C)C(=O)Nc1ccc(C(N)=O)cc1,i,i
CSc1ncc(C(=O)O)n1-c1ccc(F)cc1,i,i
Clc1ccc(CNCC2CCCO2)c(Cl)c1 (stereo unspecified),i,i
Cc1cccc(NC(=O)c2ccc(S(=O)(=O)N3CCCCC3C)cc2)n1 (stereo unspecified),i,i
Cc1[nH]c2ccccc2c1/C=N/n1cnnc1,i,i
O=S(=O)(c1ccc2nc(Cc3ccccc3)[nH]c2c1)N1CCOCC1,i,i
CCN(CC)S(=O)(=O)c1ccc(Cl)c(NC(=O)c2ccncc2)c1,i,i
CC(C)OCCCNC(=O)c1ccc(CS(=O)(=O)Cc2ccccc2F)o1,i,i
O=C(CSc1cn[nH]n1)Nc1cccc(C(F)(F)F)c1,i,i
COc1cc(C(=O)OC(C)C(=O)N2CCc3ccccc3C2)ccc1OCC(=O)N1CCOCC1 (stereo unspecified),i,i
O=C(NCc1ccccc1)c1ccc(COCC(F)(F)F)o1,i,i
COc1ccc(NC(=O)CSc2nc3c([nH]c4ccccc43)c(=O)n2C)cc1,i,i
CCC(C)C(NS(=O)(=O)c1ccc(C)cc1)C(=O)O (stereo unspecified),i,i
Cc1cc(Cl)cc(Cl)c1OCCCCN(C)C,i,i
CC(=O)Nc1ccc(-c2csc(NCc3ccco3)n2)cc1,i,i
CCOc1ccccc1CN(CCc1ccc2c(c1)OCO2)Cc1ccccn1,i,i
Cc1cccc(Oc2ncnc(N)c2[N+](=O)[O-])c1,i,i
O=C(COC(=O)c1cc(=O)c2ccccc2o1)Nc1ccc2ccccc2c1,i,i
C/C(N)=C(/C#N)C(=O)COC(=O)c1cccc(C)c1O,i,i
O=Cc1cc(-c2ccccc2)[nH]c1-c1ccccc1,i,i
COc1cc(F)ccc1S(=O)(=O)NCc1cccnc1,i,i
CC(=O)c1cccc(NC(=O)C2C3C=CC(C3)C2C(=O)O)c1 (stereo unspecified),i,i
Cc1ccc(CNC(=O)CCc2nnc(Cc3ccc(-c4ccccc4)cc3)o2)o1,i,i
COC(=O)c1ccccc1NC(=O)Nc1cccs1,i,i
COc1ccc(C(=O)COC(=O)c2cccnc2SC)cc1,i,i
O=C1CCCC2=C1C1(O)C(=O)c3ccccc3C1(O)O2 (stereo unspecified),i,i
Oc1ccccc1Cc1c(O)ccc2ccccc12,i,i
COc1ccc(Cl)cc1NC(=O)C(C)Sc1nncn1C (stereo unspecified),i,i
COc1cc(N)ccc1Cc1ccc(N)cc1OC,i,i
O=[N+]([O-])c1cccc(NC(=S)N2CCc3ccccc32)c1,i,i
Nc1ncnc(Nc2ccccc2Cl)n1,i,i
Cc1ccc(S(=O)(=O)NCCCC(=O)N2CCC(C)CC2)cc1,i,i
Cc1ccc(-n2cc(C(=O)c3ccccc3O)cn2)cc1,i,i
O=C(NNC(=O)C1CCCC1)c1ccccc1F,i,i
CC(=O)Nc1nc(C)c(C(C)C)s1,i,i
COc1cc(NC(=O)c2ccc3c(c2)OCO3)c2ncccc2c1,i,i
CN(C)CCn1c(=O)n(Cc2ccccc2)c(=O)c2c3c(sc21)CCCCC3,i,i
COc1cccc(NS(=O)(=O)c2ccc(OC)c(OC)c2)c1,i,i
COc1cccc(-c2nc(NC(C)(C)C)c3ccccc3n2)c1O,i,i
CCCn1c2ccccc2c2nnc(SCc3[nH]c(=O)[nH]c3C(=O)CCCCC(=O)OCC)nc21,i,i
O=C(COC(=O)C1CCN(S(=O)(=O)c2ccc(Cl)c(C(F)(F)F)c2)CC1)NCc1ccco1,i,i
Cc1cc(C(=O)N/N=C/c2ccc(N(C)C)cc2)c2ccccc2n1,i,i
Cc1cccc(NC(=O)c2ccc3c(c2)C(=O)N(c2ccccc2C)C3=O)n1,i,i
On1c(-c2ccccc2Cl)nc2ncccc21,i,i
CCN(CC)C(=O)Nc1ccccc1C,i,i
COC(CNC(=O)c1ccc2c(c1)ncn2-c1cccc(F)c1)OC,i,i
COCCN(C(=S)Nc1c(C)cccc1C)C(C)c1cccnc1 (stereo unspecified),i,i
CS(=O)(=O)NCc1ccc(C(=O)NCCOc2ccccc2)cc1,i,i
CCCCNC(=O)Nc1ccccc1C(=O)NCCC,i,i
CC(=O)c1sc(NC(=O)COc2ccc(C)c(C)c2)nc1C,i,i
COc1ccc(OCC(O)CNC(=O)Nc2ccc(C(C)(C)C)cc2)cc1 (stereo unspecified),i,i
